Source: PubChem BioAssay
All columns: NCI-60 one-dose screen, growth in % after 48 h at 10 µM unless noted; 100 = growth as untreated, 0 = no growth, -100 = all killed.
UACC-62 – UACC-62 melanoma; 81,000 compounds, 5.4% hits
RPMI-8226 – RPMI-8226 leukemia cells; 77,000 compounds, 7.5% hits; AID 1794781
HOP-62 – HOP-62 NSCLC | 80,000 compounds, 3.9% hits | AID 1794735
A549/ATCC – A549/ATCC NSCLC; 81,000 compounds, 3.7% hits; AID 1794740
CCRF-CEM – CCRF-CEM leukemia. 77,000 compounds, 7% hits
M14 – M14 melanoma | 80,000 compounds, 6.2% hits
EKVX – EKVX NSCLC; 71,000 compounds, 3% hits
HOP-92 – HOP-92 NSCLC cells; 71,000 compounds, 6.3% hits; AID 1794738
The depositor's hits bear a star; nt = not tested or not shown; [ ] = dose if it differs, or a comment. Rule for the calls: active = growth percent below 10; inactive = the rest. Rows are unselected. About 12% of those tested had a hit in this group.

Preview, 9 compounds:
SMILES,UACC-62,RPMI-8226,HOP-62,A549/ATCC,CCRF-CEM,M14,EKVX,HOP-92
COc1ccc(-c2ccc(NC(=O)Nc3ccccc3)c(C)n2)cc1,94.5,92.4,109.2,76.4,92.5,99.1,106.0,123.8
N#Cc1c(N)nc(NCCO)nc1-c1ccccc1,98.0,101.3,91.7,84.4,93.1,110.7,95.7,82.7
CCOc1ccc(-n2nc(C(=O)Nc3cccc(OC)c3)nc2-c2cc(OC)c(OC)c(OC)c2)cc1,nt,27.9,91.9,68.2,51.9,83.7,77.7,67.2
Nc1nc(N)c2nc(CNc3ccc(C(=O)NC(CC(=O)O)C(=O)O)cc3)cnc2n1 (configuration not stated),54.3,80.1,73.1,28.9,53.1,45.6,77.8,110.6
COC(=O)c1nc(-c2ccccc2)oc1S(=O)(=O)NCC(c1ccc(Cl)cc1)N1CCOCC1 (configuration not stated),80.9,7.9*,96.3,90.5,-21.0*,35.0,96.7,70.9
CSc1nn(-c2ccccc2)c2ncnc(Oc3ccc(C)cc3)c12,99.6,92.4,67.5,80.0,90.5,90.5,nt,nt
O=C1Nc2ccccc2/C1=N/c1nnc(Sc2ccccc2)s1,51.7,80.9,82.5,87.9,89.7,96.2,80.9,89.7
CCOC(CN1CCOCC1)OCC,100.3,72.5,103.8,97.7,87.6,112.1,124.7,nt
CC1COC(c2ccc(N(C)C)cc2)O1 (configuration not stated),99.0,96.2,99.4,102.8,nt,112.1,nt,72.0

The whole of this part, previewed entries included:
SMILES,UACC-62,RPMI-8226,HOP-62,A549/ATCC,CCRF-CEM,M14,EKVX,HOP-92
COc1ccc(-c2ccc(NC(=O)Nc3ccccc3)c(C)n2)cc1,94.5,92.4,109.2,76.4,92.5,99.1,106.0,123.8
N#Cc1c(N)nc(NCCO)nc1-c1ccccc1,98.0,101.3,91.7,84.4,93.1,110.7,95.7,82.7
CCOc1ccc(-n2nc(C(=O)Nc3cccc(OC)c3)nc2-c2cc(OC)c(OC)c(OC)c2)cc1,nt,27.9,91.9,68.2,51.9,83.7,77.7,67.2
Nc1nc(N)c2nc(CNc3ccc(C(=O)NC(CC(=O)O)C(=O)O)cc3)cnc2n1 (configuration not stated),54.3,80.1,73.1,28.9,53.1,45.6,77.8,110.6
COC(=O)c1nc(-c2ccccc2)oc1S(=O)(=O)NCC(c1ccc(Cl)cc1)N1CCOCC1 (configuration not stated),80.9,7.9*,96.3,90.5,-21.0*,35.0,96.7,70.9
CSc1nn(-c2ccccc2)c2ncnc(Oc3ccc(C)cc3)c12,99.6,92.4,67.5,80.0,90.5,90.5,nt,nt
O=C1Nc2ccccc2/C1=N/c1nnc(Sc2ccccc2)s1,51.7,80.9,82.5,87.9,89.7,96.2,80.9,89.7
CCOC(CN1CCOCC1)OCC,100.3,72.5,103.8,97.7,87.6,112.1,124.7,nt
CC1COC(c2ccc(N(C)C)cc2)O1 (configuration not stated),99.0,96.2,99.4,102.8,nt,112.1,nt,72.0
NC(=O)[C@@H](Cc1ccc(Nc2nc(CN3CCN(C(=O)c4ccccc4)CC3)cs2)cc1)NC(=O)c1ccccc1C(=O)c1ccccc1,96.8,88.3,105.2,88.2,92.4,108.7,110.0,99.7
COc1ccc(-c2nc(Nc3ccc(S(N)(=O)=O)cc3)c3ccccc3n2)cc1,85.6,73.3,58.1,77.2,83.9,87.4,90.8,46.0
CC12CCC3c4ccc(O)cc4CCC3C1C[C@H](O)[C@@H]2O (some centres not stated),nt,98.3,109.4,103.2,82.5,101.7,77.8,nt
CCC(C)OC(=O)c1cc(-c2ccc(O)cc2)nc2ccccc12 (configuration not stated),74.5,55.5,95.0,82.9,59.7,68.2,75.7,77.3
COc1ccc(/C=C2\NC(=O)NC2=O)cc1O,103.4,101.1,108.3,99.1,97.6,89.8,nt,89.2
Cl[C@@H]1CCO[C@H](c2cc3ccccc3c3ccccc23)C1,85.2,83.3,98.8,93.6,85.9,95.3,90.8,89.1
CCCn1cnc2c(SCc3ccccc3Cl)nc(N)nc21,63.6,49.2,71.1,87.5,56.0,109.7,85.0,76.9
Cc1ccc(S(=O)(=O)OC2CCCCC2Br)cc1 (configuration not stated),nt,102.7,116.6,94.1,92.3,107.7,120.4,92.4
CC(=O)C12OC(C)(C)OC1CC1C3CCC4=CC(=O)CC4(C)C3CCC12C (configuration not stated),94.1,92.6,106.6,111.0,nt,95.1,nt,80.6
O=c1[nH]n(C(=S)N/N=C/c2cccc(Br)c2)c(=O)c2ccccc12,91.1,85.5,93.7,83.5,91.6,97.9,79.0,108.2
CC(C)C1=CCC2C(=C1)CCC1C(C)(C(=O)O)CCCC21C (configuration not stated) (tested in a mixture with another compound),100.4,113.6,95.9,nt,112.4,110.0,96.5,97.8
C=C1C(=O)O[C@H]2[C@H]1CC/C(COC(=O)NCc1ccc(Cn3c(=O)sn(CCI)c3=O)cc1)=C\CC[C@@]1(C)O[C@@H]21,65.4,29.1,113.6,108.0,-16.1*,15.7,91.0,-19.0*
COc1cc(Nc2cn[nH]c2-c2ccc(Cl)cc2)cc(OC)c1OC,23.2,nt,36.7,51.0,24.3,8.8*,62.7,50.7
c1ccc(CC[n+]2ccccc2)cc1,101.9,101.8,91.3,103.4,107.5,102.7,99.9,78.2
COc1cc(OC)cc(-c2ccc(-c3ccc(C(=N)N)cn3)o2)c1,-89.7*,-50.0*,6.8*,4.7*,-25.6*,-77.9*,nt,-21.8*
O=C(c1ccc(F)cc1)[C@H]1[C@H]2CCCN2[C@@]2(C(=O)Nc3ccc(F)cc32)[C@]12C(=O)Nc1ccccc12,74.3,70.9,86.8,70.5,78.0,90.1,74.7,59.1

Continued:
SMILES,UACC-62,RPMI-8226,HOP-62,A549/ATCC,CCRF-CEM,M14,EKVX,HOP-92
CC(=O)O[C@H]1C[C@@]2(C)[C@@H](C[C@@H](O)[C@H]3[C@@]4(C)CCC(=O)[C@@H](C)[C@@H]4CC[C@@]32C)/C1=C(\CCC(Br)C(C)(C)[n+]1ccccc1)C(=O)O (some centres not stated),100.9,109.5,106.9,99.3,87.0,95.3,106.2,96.3
Clc1ccc(-c2nnc(-c3nc4ccccc4nc3Cl)o2)cc1,95.7,100.6,103.0,107.7,98.5,104.5,104.5,98.3
O=C(NCCNc1nccc(-c2c(-c3cccc(F)c3)nc3sccn23)n1)c1ccc(C(F)(F)F)cc1,26.3,52.7,89.9,62.1,53.5,59.4,69.1,86.7
O=[N+]([O-])c1cc(S(=O)(=O)OCC2CO2)ccc1Cl (configuration not stated),111.0,63.6,110.7,100.8,76.7,95.1,nt,125.1
CN(C)CCCC1(c2ccc(F)cc2)OCc2cc(-c3ccncc3)ccc21 (configuration not stated),96.2,96.3,94.9,92.3,95.8,98.7,95.5,78.1
CC1CC2Oc3ccc(Cl)cc3C(=O)N2O1 (configuration not stated),107.5,91.1,100.9,98.0,nt,107.3,108.6,86.4
CC1(C)CC(=O)C2(Cc3c(C(C)(C)C)nn(-c4ccccc4)c3N(Cc3ccc4c(c3)OCO4)C2)C(=O)C1,57.1,36.3,97.2,56.9,42.6,92.1,83.1,64.6
C=CC(=O)N[C@@H](Cc1ccc(-c2cc(Cl)cc(Cl)c2)cc1)[C@@H](O)[C@H](O)C(=O)OCC,98.5,104.1,86.9,84.8,104.7,104.8,98.0,93.8
CCN(CC)CCCC(C)NCC(=O)NC(c1ccc2c(c1)OCO2)c1cc(Cl)c2cccnc2c1O (configuration not stated),-17.6*,27.9,21.6,24.1,16.5,-9.4*,26.0,35.9
O=C1C=CC(=O)N1C1c2ccccc2-c2ccccc21,102.3,90.7,96.3,91.4,30.4,96.5,104.5,67.5
Nc1nc(NC(=O)Nc2ccc(F)cc2)nn1-c1ccc(S(N)(=O)=O)cc1,99.3,96.6,87.7,97.4,97.1,97.6,103.3,87.2
Cc1cccc(NC(=O)c2sc3nc4c(cc3c2N)CCCC4)c1,26.5,12.7,37.8,31.5,19.4,30.3,nt,56.5
CC(C)=C[C@@H]1C[C@H](O)Cc2cc(Cl)ccc2N1,90.3,102.9,100.3,104.6,93.7,108.0,88.3,nt
COc1nc2cc(C)ccc2cc1-c1nc2c(cnn2-c2ccccc2)c(=O)[nH]1,92.2,106.9,115.7,97.9,99.8,101.8,115.1,107.4
CC(=O)N1N=C(c2ccc(Nc3nc(Nc4ccc(Cl)cc4)nc(Nc4ccc(Cl)cc4)n3)cc2)CC1c1ccco1 (configuration not stated),89.9,34.5,91.9,72.1,92.4,90.5,97.0,99.9
CS(=O)(=O)Nc1ccc(C(=O)NC(C(=O)NO)c2ccc(C3CCCC3)cc2)cc1 (configuration not stated),93.7,91.2,77.4,107.6,83.2,101.4,104.7,103.0
Cc1cc(=O)n2[nH]c(-c3ccc(C(C)(C)C)cc3)cc2n1,50.9,24.9,84.6,84.2,49.0,64.1,72.4,61.2
O=C1NC(=O)C(c2c[nH]c3ccc(Br)cc23)=C1c1cccc2ccccc12,117.6,114.1,96.9,112.3,111.8,102.6,77.7,116.3
O=C(COc1ccc(C2SCC(=O)N2c2ccc(Br)cc2)cc1)c1ccccc1 (configuration not stated),66.7,91.1,94.2,89.0,87.7,100.0,83.6,71.4
COc1ccc(NC(=O)c2cc(OC)c3c(c2)OCO3)cc1,95.1,108.5,105.2,95.3,nt,107.3,95.4,108.1
CN1CCN(c2ccc3nc4c(nc3c2C(F)(F)F)C(=O)c2ncccc2C4=O)CC1,-82.5*,27.6,-63.3*,-36.2*,5.7*,-89.6*,5.1*,27.5
O=C1CCC23C=CC(O)C(O2)c2ccccc2N13 (configuration not stated),97.1,106.6,106.4,104.1,100.4,93.1,98.3,90.1
COc1cc(NC(C)CCCNC(=O)CCC(=O)NCCCNCCCCCCCCCCNCCCNC(=O)CCC(=O)NCCCC(C)Nc2cc(OC)cc3cccnc23)c2ncccc2c1 (configuration not stated),89.4[8 µM],52.9[8 µM],100.6[8 µM],63.7[8 µM],66.6[8 µM],87.0[8 µM],73.7[8 µM],59.0[8 µM]
CCCCCCn1c(-c2ccc(-c3nc(-c4ccc(OC)cc4)no3)cc2)nc(-c2ccccc2)c1-c1ccccc1,100.8,99.8,103.9,105.9,97.0,106.0,103.7,111.4
N=C(N)SCc1nc2cc(Cl)ccc2s1,90.1,99.6,90.1,77.4,108.0,96.4,79.1,93.6

Following part:
SMILES,UACC-62,RPMI-8226,HOP-62,A549/ATCC,CCRF-CEM,M14,EKVX,HOP-92
COc1cccc(/C=C/C(=O)c2ccc(OC)c(S(N)(=O)=O)c2)c1,52.6,-9.9*,21.4,10.3,2.3*,41.2,49.4,55.9
O=C(CCl)Oc1ccccc1C(=O)O,105.4,105.9,95.2,nt,98.2,104.9,110.0,92.9
C=C1CC[C@H]2[C@@](C)(CCC3OC(c4ccc(OCc5cn(C6OC7COC(c8ccccc8)OC7C(O)C6NC(C)=O)nn5)cc4)OC[C@]32C)[C@@H]1/C=C/C1=CCOC1=O (some centres not stated),73.1,46.8,103.9,85.4,69.5,91.6,69.7,74.2
COC(=O)c1cccc(NC2=C(Cl)C(=O)C(C)=C(C)C2=O)c1,85.5,58.3,94.8,114.6,6.5*,92.3,92.2,33.9
COc1ccc2nc(-c3ccc(-c4noc(-c5ccc(F)cc5)n4)cc3)[nH]c2c1,100.9,98.8,102.0,92.3,80.8,93.1,99.9,115.0
O=c1c2sc3nc4c(cc3c2nnn1-c1ccccc1Cl)C(O)CCC4 (configuration not stated),93.8,95.6,94.2,83.1,87.9,107.6,98.2,91.8
COc1ccc2sc3c(N)nc4ccccc4c3c(=O)c2c1,96.2,nt,94.8,93.6,100.1,105.6,63.3,91.3
